Screens from PubChem BioAssay.
CRFR2-BP ag: agonists of human CRF-binding protein/CRF-R2 receptor complex; HEK293 CRF-R2/CRF-BP, calcium dye fluorescence (FLIPR); percent of saturating CRF peptide response; activation, % at 13.2 µM; 350,000 compounds, 0.46% hits;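 active = activation of at least 50%, plus an integration ratio under a set limit after plate pattern correction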;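 note: plate controls were neutral control wells without compound for no effect and CRF at EC100 for full effect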
CHRM5 PAM: potentiates acetylcholine response at human M5 receptor. CHO-K1 hM5, Fluo-8 calcium, ACh EC20 PAM; 0% = ACh EC20, 100% = ACh EC100. activation, % at 3 µM. P08912. 360,000 compounds, 0.3% hits;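 active = activation above the run cutoff, the mean activation of all test compounds plus 3 SD, cut at about 18% in these data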
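Assay system: CHO-K1 hM5 cells / Incubation: Fluo-8 loading 80 min at 37 °C plus 30 min room temperature / Technique: Fluo-8 calcium dye fluorescence, kinetic read / Repeats: single replicate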
CHRM5 agonist: agonists of human muscarinic M5 receptor (CHRM5). P08912. CHO-K1 hM5 cells, Fluo-8 calcium fluorescence; 0% DMSO wells, 100% maximal acetylcholine response. activation, % at 3 µM. 360,000 compounds, 0.19% hits;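 active = activation above the run's mean over test compounds plus 3 SD, cut at about 23% in these data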;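 note: signal is peak over basal fluorescence ratio across the kinetic read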
CRFR2-BP antag: CRF-BP/CRF-R2 complex antagonism | HEK293 CRF-R2/CRF-BP, CRF-induced calcium fluorescence | inhibition, % at 11.8 µM | 350,000 compounds, 0.59% hits | AID 588475;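 active = inhibition of the ligand-induced calcium signal above about 50% at the single tested concentration, limit read from the data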
TAAR1 ag: agonists of human TAAR1; Q96RJ0; AID 624467; 360,000 compounds, 0.99% hits; CHO RD-HGA16 TAAR1, Fluo-8 calcium fluorescence; vehicle wells 0%, saturating PEA agonist 100%; activation, % at 3 µM;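 active = activation above the mean activation of all test compounds in the run plus 3 SD, cut at about 38% in these data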
Target sequence (Q96RJ0 whole entry, looked up): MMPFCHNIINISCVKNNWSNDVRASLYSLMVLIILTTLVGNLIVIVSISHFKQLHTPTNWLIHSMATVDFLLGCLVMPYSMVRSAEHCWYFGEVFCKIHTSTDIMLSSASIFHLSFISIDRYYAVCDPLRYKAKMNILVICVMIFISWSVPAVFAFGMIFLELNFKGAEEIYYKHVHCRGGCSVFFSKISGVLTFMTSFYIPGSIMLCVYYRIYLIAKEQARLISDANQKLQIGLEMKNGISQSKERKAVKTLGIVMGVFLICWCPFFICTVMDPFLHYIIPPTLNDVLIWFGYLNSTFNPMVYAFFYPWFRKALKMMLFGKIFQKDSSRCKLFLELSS
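System: CHO-derived RD-HGA16 cells with stable Gα16 and human TAAR1. Times: 17-24 h plating, Fluo-8 75 min 37 °C, 30 min RT. Measured by: calcium-sensitive Fluo-8 signal, excitation 470-495, emission 515-575 nm. Read-out basis: % activation relative to PEA EC100 response. Control set: DMSO and PEA EC100. Repeats: no replicates (n 1).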
TAAR1 antag: antagonists of human TAAR1 | 360,000 compounds, 1.5% hits | Q96RJ0 | CHO RD-HGA16 TAAR1, Fluo-8 calcium fluorescence, antagonist | AID 624466 | inhibition, % at 3 µM;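 active = inhibition above a per-plate cutoff, the mean inhibition of test compounds on that plate plus 3 SD, cut at about 49% in these data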;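 note: 0% = DMSO plus EC80 beta-PEA response and 100% = DMSO alone without agonist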
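Material: CHO RD-HGA16 cells bearing hTAAR1; compound dosing: one-point dosing, 3 µM nominal final; schedule: dye loading 75 min at 37 °C, then 30 min room temperature; measured by: calcium fluorescence with Fluo-8; control set: vehicle and agonist controls; replication: n of 1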
M5 antag: CHRM5 antagonism in calcium assay; P08912; CHO-hM5 cells, Fluo-8 calcium fluorescence, ACh EC80; inhibition, % at 3 µM; 360,000 compounds, 0.59% hits;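 active = inhibition above a per-plate cutoff, the mean of that plate's test compounds plus 3 SD, cut at about 27% in these data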;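 note: 0% = acetylcholine EC80 with DMSO and 100% = DMSO without agonist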
M1 PAM parental: counter-screen for M1 PAMs: effect in parental CHO-K1 cells; 360,000 compounds, 0.02% hits; activation, % at 3 µM; AID 602247; ATP EC20, Fluo-8 calcium fluorescence; 0% at ATP EC20, 100% at ATP max;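 active = activation above the run cutoff, the mean activation of all test compounds plus 3 SD, cut at about 40% in these data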;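 note: peak over basal fluorescence ratio in a 140 s read after ATP addition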
M4 PAM: potentiates acetylcholine response at human M4 receptor; P08173; CHO-K1 hM4/Gqi5, Fluo-8 calcium fluorescence, ACh EC20; 0% = ACh EC20, 100% = maximal ACh; activation, % at 3 µM; 360,000 compounds, 0.4% hits;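 active = activation above its plate's cutoff, the mean activation of sample wells plus 3 SD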; note: some results filed as inactive read as strong as hits
Target sequence (P08173 whole entry, looked up): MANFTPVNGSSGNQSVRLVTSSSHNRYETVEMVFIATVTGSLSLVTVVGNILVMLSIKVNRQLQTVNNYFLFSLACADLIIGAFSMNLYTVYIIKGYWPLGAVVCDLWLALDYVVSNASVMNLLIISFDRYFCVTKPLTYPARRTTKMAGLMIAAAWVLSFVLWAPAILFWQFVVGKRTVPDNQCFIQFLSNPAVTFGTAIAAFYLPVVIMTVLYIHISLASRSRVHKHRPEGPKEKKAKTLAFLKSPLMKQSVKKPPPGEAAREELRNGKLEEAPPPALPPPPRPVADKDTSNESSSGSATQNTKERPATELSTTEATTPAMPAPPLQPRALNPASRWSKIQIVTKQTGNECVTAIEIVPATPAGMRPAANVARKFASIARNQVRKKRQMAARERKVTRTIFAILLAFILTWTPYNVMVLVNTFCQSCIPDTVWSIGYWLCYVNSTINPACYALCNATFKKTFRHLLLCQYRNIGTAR
* hit, by the source's call; x = not tested or not shown.

SMILES	CRFR2-BP ag	CHRM5 PAM	CHRM5 agonist	CRFR2-BP antag	TAAR1 ag	TAAR1 antag	M5 antag	M1 PAM parental	M4 PAM
Cc1cc(-c2nnc(CCC(=O)NCc3cc(F)cc(C(F)(F)F)c3)o2)no1	-0.7	6.0	-4.4	-14.7	-0.9	0.1	-3.1	18.7	14.6
CC1(C(=O)NS(=O)(=O)c2cccc(C#N)c2)CCN1C(=O)Cc1ccc(-c2ccccc2)cc1 (stereo unspecified)	x	-0.7	0.0	x	-0.4	16.9	11.1	27.9	0.5
CCCNC(=S)Nc1ccc(S(N)(=O)=O)cc1	-1.9	4.7	-1.3	4.7	6.3	12.8	0.9	23.3	-6.5
CCCc1c(C(=O)N/N=C/c2ccoc2)nnn1-c1nonc1N	-2.0	1.5	1.1	-15.2	20.1	-1.1	-6.5	-8.8	8.4
CC(=O)Nc1nnc([N+](=O)[O-])s1	2.0	-4.9	0.3	-6.5	1.6	3.3	5.2	26.2	-2.5
Cc1nc2ncnn2c(N2CCN(C(c3ccccc3)c3ccccc3)CC2)c1C	-0.5	-16.0	-7.0	-9.4	49.0*	38.8	1.6	3.7	-11.8
Cc1ccc(Cn2cnc3ccccc32)cc1C	-3.4	-0.8	-3.4	6.5	5.5	-26.1	2.9	24.0	-1.6
N#Cc1ccc(CSc2nnc(NC(=O)C3CCCO3)s2)cc1 (stereo unspecified)	0.2	-2.0	-0.2	-0.3	9.9	8.1	-3.0	13.2	3.5
O=c1nc(Nc2ccc(Br)cc2)sc2ccc([N+](=O)[O-])cc12	1.1	8.4	-0.3	0.4	0.4	-28.2	-0.8	-5.8	5.2
CC(C)N(C(=O)[C@H]1CC(CC(=O)NCc2cccc(C(F)(F)F)c2)C(=O)N2CCc3c([nH]c4ccccc34)[C@]12C)C(C)C (stereo partly specified)	-0.4	3.0	-0.9	-1.8	3.1	-2.1	1.2	2.3	3.5
CC(C)NCCOCCOc1ccc(Cl)cc1Br	-0.1	-1.6	-4.2	-34.1	2.6	-9.4	-5.0	12.9	-8.0
C[C@@H]1NC(=O)c2cc([N+](=O)[O-])cc(I)c2NCC[C@@H](C(N)=O)NC(=O)[C@H](CC(N)=O)NC1=O	0.5	7.3	1.5	1.0	x	x	1.2	8.9	9.3
CCC1CCCCN1CCCNC(=O)CN1C(=O)c2cccnc2Oc2ccc(C)cc21 (stereo unspecified)	0.7	1.9	-4.1	-8.9	1.1	-15.3	0.0	16.4	-12.4
CCc1cc(-c2n[nH]c(C)c2-c2nc3ccccc3n2C)c(O)c(CN2CCN(C)CC2)c1O	-1.8	3.6	0.4	-23.4	7.9	-1.9	-5.6	-0.6	8.7
C=CCN(CC(=O)O)S(=O)(=O)c1ccccc1C(F)(F)F	-2.3	5.0	0.7	11.7	0.9	-11.6	4.2	0.9	2.5
O=C(Oc1ccc(NC2=NS(=O)(=O)c3ccccc32)cc1)c1cccnc1	-0.1	2.9	-0.4	-4.0	1.8	-3.7	2.6	2.8	-2.3
CCOc1ccc(NC(=O)CSc2nc3[nH]ncc3c(=O)[nH]2)cc1	-0.8	-3.9	-2.9	-10.7	0.8	-5.5	-0.7	-7.6	3.3
O=C(/C=C/[C@H]1O[C@@H](n2cnc3c(NC(=O)c4ccccc4)ncnc32)[C@H](O)[C@@H]1O)NCCc1ccc(F)cc1	x	1.4	5.2	x	5.4	-1.9	2.4	24.6	-0.5
CCC(=O)Nc1ccc(C(=O)OCC(=O)c2ccc(C)c([N+](=O)[O-])c2)cc1	0.9	-3.2	4.1	-2.3	17.9	12.6	2.9	-6.5	20.4
Cc1cnc(NC(=O)c2c(Cl)cnn2C)s1	-3.8	-0.8	-0.3	-5.1	0.9	-5.0	11.2	-13.8	-0.7
O=C(Nc1nc2ccccc2n1Cc1ccccc1)c1ccc(COc2ccccc2[N+](=O)[O-])o1	3.8	1.5	-0.1	24.8	3.3	17.8	5.3	-2.1	2.3
COc1ccc(C(=O)NNC2=Nc3cccc4cccc2c34)cc1	-0.9	-1.3	-3.6	7.8	7.4	-10.4	7.9	15.8	-3.8
CN(C)C(CNC(=O)CCNS(=O)(=O)c1ccccc1C(F)(F)F)c1ccccc1 (stereo unspecified)	-0.4	3.4	-0.4	-6.3	0.6	-9.2	-2.0	-11.8	9.3
CC1(C)OC2OC3C(CN)OC(c4ccccc4)OC3C2O1 (stereo unspecified)	1.9	-1.2	4.7	11.2	2.3	-1.8	10.5	-4.1	3.9
O=C(COc1ccc(Cl)cc1)N1CCN(c2ccc([N+](=O)[O-])c(N3CCCCC3)c2)CC1	-0.4	4.8	1.2	-2.0	8.4	-36.7	-6.2	6.6	-2.3
Cc1ccccc1C(=O)N1CCC(C(=O)N(C)CCOc2ccccc2)CC1	-1.6	-1.4	-2.0	4.3	1.6	-19.4	-5.0	9.7	-3.9
CCCCCCCCCCNC(=O)CCn1[nH]c(=O)c2ccccc2c1=O	-0.3	-3.0	-3.6	-4.8	14.4	-7.9	9.0	-11.2	-5.3
CSc1cccc(NC(=O)CN(C2CCCCC2)S(C)(=O)=O)c1	-0.4	-3.6	-1.7	-12.5	5.4	9.9	-4.0	1.3	-1.5
CCOC(=O)CN1C(=O)C(O)(CC(=O)c2ccccn2)c2ccccc21 (stereo unspecified)	3.6	-1.1	2.1	1.2	1.2	7.2	-0.4	-8.3	7.6
COc1ccc(NS(=O)(=O)c2ccc(S(=O)(=O)N3CCCC3)cc2)cc1	4.0	-4.1	7.7	-12.3	30.4	19.2	2.8	-3.1	-4.2
COc1cc2c(cc1OC)C1=C(C#N)COCN1CC2	-0.2	1.3	-6.5	18.6	2.5	-3.3	-8.5	-0.4	-1.2
COCCCn1c(C(=O)N2CC(C)OC(C)C2)cc2c(=O)n3ccccc3nc21 (stereo unspecified)	0.2	-0.3	-2.2	-2.4	3.9	-20.7	16.0	10.9	2.2
Nc1ccc(Oc2ccc(F)cc2)nc1	3.3	-3.0	4.8	2.8	2.8	-27.8	12.2	9.9	6.0
Cc1cc2oc(C(=O)N(Cc3ccc(N(C)C)cc3)CC3CCCO3)c(C)c2cc1C (stereo unspecified)	0.0	1.9	-3.6	3.8	-0.9	-26.3	1.0	18.6	14.5
O=C(NCc1ccccc1)C1CCN(S(=O)(=O)N2CCOCC2)CC1	1.5	-2.2	0.3	-30.6	8.6	12.5	-4.1	17.7	-3.3
O=[N+]([O-])c1ccccc1CNCCCCCO	-0.4	1.2	-1.6	-3.0	10.1	5.1	12.8	14.8	6.5
C=C(C)COc1ccc(-c2[nH]ncc2-c2ccccc2OC)c(O)c1	-0.3	-8.2	-3.9	0.5	0.8	19.1	9.7	5.6	-1.7
Cc1ccccc1N(CC(=O)NCCc1ccccc1)C(=O)CCC(=O)Nc1ccccn1	-2.0	1.4	-1.4	-7.8	1.5	-3.8	9.7	6.9	0.1
O=C(Nc1ccn(CC(=O)N2CCN(c3ccccn3)CC2)c(=O)n1)OCc1ccccc1	-1.4	1.8	-2.1	7.0	1.8	0.4	9.5	0.2	1.1
Cc1ccn2c(Nc3ccccc3C)c(-c3ccncc3)nc2c1	-0.1	4.2	-3.9	3.0	-0.1	-3.6	1.5	-1.9	-9.2
CCOc1ccc(C(=O)NCC(=O)Nc2ccc(N3CCOCC3)cc2)cc1OCC	-1.3	-8.6	-4.1	11.4	3.3	-17.4	-3.6	3.0	-6.3
O=C(CCOc1ccccc1)Nc1ccc(S(=O)(=O)N2CCCC2)cc1	2.3	-12.8	1.4	-20.5	8.3	-1.1	-2.4	19.0	-1.4
O=C(Nc1ccc(S(=O)(=O)N2CCc3ccccc3C2)cc1)c1ccccc1	4.7	0.0	-2.0	-15.6	17.1	39.4	-2.1	25.6	8.4
CCOc1ccc(CN(C(=O)c2oc3cc(C)ccc3c2C)C2CCS(=O)(=O)C2)cc1 (stereo unspecified)	0.0	-7.1	-1.9	-18.5	19.9	-24.5	1.1	1.2	-5.6
CCCOC(=S)NC(=O)c1sc2ccccc2c1Cl	1.0	-3.8	1.9	4.8	-0.8	1.1	6.7	18.1	7.5
CN(C)c1cc(O)c(C(=S)Nc2ccccc2)c(N(C)C)c1	2.6	-5.8	-4.7	-2.9	-0.2	3.8	3.5	22.4	1.5
CN(C(=O)CCl)C1CCCc2ccccc21 (stereo unspecified)	-2.2	-7.8	1.8	-13.1	13.4	-18.2	2.0	-8.3	14.2
COc1ccccc1Cn1c(=S)[nH]c2cc(C(=O)NCCCN3CCOCC3)ccc2c1=O	0.6	-0.5	-3.5	-13.7	4.8	-36.8	-9.6	24.1	1.4

Random excerpt: 5 records from the list, in no set order.
SMILES	CRFR2-BP ag	CHRM5 PAM	CHRM5 agonist	CRFR2-BP antag	TAAR1 ag	TAAR1 antag	M5 antag	M1 PAM parental	M4 PAM
O=C(Nc1ccc(S(=O)(=O)N2CCc3ccccc3C2)cc1)c1ccccc1	4.7	0.0	-2.0	-15.6	17.1	39.4	-2.1	25.6	8.4
CCCNC(=S)Nc1ccc(S(N)(=O)=O)cc1	-1.9	4.7	-1.3	4.7	6.3	12.8	0.9	23.3	-6.5
CC(C)N(C(=O)[C@H]1CC(CC(=O)NCc2cccc(C(F)(F)F)c2)C(=O)N2CCc3c([nH]c4ccccc34)[C@]12C)C(C)C (stereo partly specified)	-0.4	3.0	-0.9	-1.8	3.1	-2.1	1.2	2.3	3.5
Cc1ccn2c(Nc3ccccc3C)c(-c3ccncc3)nc2c1	-0.1	4.2	-3.9	3.0	-0.1	-3.6	1.5	-1.9	-9.2
C[C@@H]1NC(=O)c2cc([N+](=O)[O-])cc(I)c2NCC[C@@H](C(N)=O)NC(=O)[C@H](CC(N)=O)NC1=O	0.5	7.3	1.5	1.0	x	x	1.2	8.9	9.3

Additional results.
SMILES	CRFR2-BP ag	CHRM5 PAM	CHRM5 agonist	CRFR2-BP antag	TAAR1 ag	TAAR1 antag	M5 antag	M1 PAM parental	M4 PAM
NC(=O)CC(NC(=O)Cc1ccc(Br)cc1)c1ccc(NCCc2ccccc2F)c([N+](=O)[O-])c1 (stereo unspecified)	0.4	-1.2	0.1	-2.6	1.1	8.7	14.7	5.5	5.6
COC(=O)c1ccc(NC(=O)c2ccccc2NS(=O)(=O)c2ccccc2)cc1	49.3	-18.2	8.2	61.0*	7.8	20.4	31.6*	0.3	-3.5
Cc1cccc(NC(=S)/N=C(\N)Nc2nc(C)c3ccc(C)cc3n2)c1	2.9	-7.3	-3.6	6.1	7.0	16.4	4.4	18.3	-2.9
COc1ccccc1NS(=O)(=O)c1cc(NC(=S)NCCN2CCOCC2)ccc1N1CCOCC1	1.6	-9.5	0.7	-10.4	2.4	-2.7	14.6	-4.7	-3.2
CC1(C)Cc2c(sc3nc(SCC(=O)NCc4ccco4)n(-c4ccccc4)c(=O)c23)CS1	2.5	7.3	6.6	7.9	7.6	-7.4	-7.4	23.1	20.9
O=C1c2ccccc2S(=O)(=O)N1CC1CC(c2ccccc2Cl)=NO1 (stereo unspecified)	-1.7	-10.4	0.9	0.6	10.5	28.9	-1.4	11.5	-16.3
CN1C(=O)CSc2ccc(NC(=O)NCc3ccccc3)cc21	-0.7	2.0	2.9	1.2	2.4	13.5	-10.5	-0.9	4.2
